# NPSR antag: antagonists of human neuropeptide S receptor cAMP signaling | Q6W5P4 | CHO-NPSR cells, cAMP TR-FRET, antagonist mode | Potency, µM (highest dose often 38.3 µM), without a hit: top-dose activity change, negative = inhibition, most hits filed as inhibitors | 220,000 compounds, 1% hits | AID 1461; further: on the % scale 0 is the no-effect control and ±100 the full control effect; nearly all actives have a fitted effect of over 50% in size; many of its hits are not listed in these tables
# KinaseGlo FLuc: counter-screen: inhibitors of Kinase-Glo firefly luciferase; 200,000 compounds, 0.28% hits; Potency, µM (titrated, usually from 38.3 µM), for inactives: at the highest dose activity change, negative = inhibition, most hits filed as inhibitors; Kinase-Glo luciferase, ATP luminescence, 8 min; further: on the % scale 0 is the no-effect control and ±100 the full control effect; nearly all actives have a fitted effect of over 60% in size
#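 Inhibition of Kinase-Glo luciferase light generation was assessed at 10 uM ATP in pH 7.2 imidazole buffer, with luminescence measured after eight minutes at ambient temperature.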
# Epigenetic reg: epigenetic control regulation, reporter derepression; Potency, µM (top dose mostly 53.9 µM), without a hit: at the top dose GFP activation, usual class: activators; murine LDR cells, GFP reporter derepression, 30 h; 280,000 compounds, 0.2% hits; AID 1865; further: % of control where 0% means no effect; nearly all actives have a fitted effect of over 60% in size
#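 Derepression of a silenced CMV-GFP reporter in murine LDR cells is scored by enumerating GFP-positive cells with a laser-scanning microplate cytometer after 30 hours of treatment at 37 C.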
# RECQ1 helicase: inhibitors of human RECQ1 DNA helicase; P46063; RECQ1 DNA unwinding, red fluorescence kinetic read; Potency, µM (doses to about 57.3 µM), inactives show at the highest dose activity, negative = inhibition, usual class: inhibitors; 240,000 compounds, 0.54% hits; AID 2549;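 further: plate controls were vehicle for no effect and no enzyme for full effect; nearly all actives have a fitted effect of over 30% in size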
# Target sequence (P46063 whole entry, looked up): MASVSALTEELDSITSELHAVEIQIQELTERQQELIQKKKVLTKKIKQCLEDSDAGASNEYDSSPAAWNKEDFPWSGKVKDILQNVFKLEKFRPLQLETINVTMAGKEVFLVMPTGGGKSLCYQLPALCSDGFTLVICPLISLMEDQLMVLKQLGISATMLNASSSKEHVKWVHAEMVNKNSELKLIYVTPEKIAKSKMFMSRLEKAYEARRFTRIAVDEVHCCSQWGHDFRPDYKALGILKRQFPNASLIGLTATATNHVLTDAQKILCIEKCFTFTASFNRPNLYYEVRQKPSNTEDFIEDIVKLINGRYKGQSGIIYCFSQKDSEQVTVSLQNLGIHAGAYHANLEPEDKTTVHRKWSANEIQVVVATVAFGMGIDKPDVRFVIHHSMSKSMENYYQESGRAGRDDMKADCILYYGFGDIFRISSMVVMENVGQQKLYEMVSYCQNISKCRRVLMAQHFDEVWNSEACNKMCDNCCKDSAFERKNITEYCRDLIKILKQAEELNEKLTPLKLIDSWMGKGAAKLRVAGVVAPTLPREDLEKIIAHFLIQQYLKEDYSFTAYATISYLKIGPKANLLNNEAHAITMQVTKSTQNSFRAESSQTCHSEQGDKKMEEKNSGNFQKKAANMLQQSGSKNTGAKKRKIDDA
#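 RECQ1T1 50 nM; forked duplex (20 bp + 30-nt ss tails) 200 nM, ATP 2 mM final; pH 8.0, 2 mM MgCl2, 2.5 ug/ml poly(dI-dC); 15 min compound preincubation; discontinuous kinetic read over 2 h at RT.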
# RGS12 GoLoco inh: RGS12 GoLoco-Gai1 interaction inhibition; P63096; Gai1:RGS12 GoLoco peptide FP, rhodamine, 10 min; Potency, µM (highest dose often 61.6 µM), for inactives: at the highest dose activity, negative = inhibition, actives largely listed as inhibitors; 230,000 compounds, 0.44% hits; AID 880; active means well fitted inhibition curve with a large enough effect, not every such curve was filed as active; inactive means no such curve, though single readings can be large or run the other way; further: on the % scale 0 is the no-effect control and ±100 the full control effect; nearly all actives have a fitted effect of over 30% in size; many of its hits are not listed in these tables
# Target sequence (P63096 whole entry, looked up): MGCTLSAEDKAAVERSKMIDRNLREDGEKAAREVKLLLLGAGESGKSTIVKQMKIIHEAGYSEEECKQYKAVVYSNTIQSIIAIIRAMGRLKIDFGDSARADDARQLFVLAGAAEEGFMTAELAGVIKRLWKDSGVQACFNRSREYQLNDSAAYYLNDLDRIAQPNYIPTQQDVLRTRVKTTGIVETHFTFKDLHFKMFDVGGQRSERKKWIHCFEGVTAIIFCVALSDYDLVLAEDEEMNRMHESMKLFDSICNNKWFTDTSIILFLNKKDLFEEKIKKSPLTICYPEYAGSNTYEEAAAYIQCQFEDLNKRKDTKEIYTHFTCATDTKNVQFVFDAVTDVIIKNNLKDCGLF
# IMPase Li cell: IMPase inhibition in cells with lithium potentiation; CHO-M1 cells, IP1 TR-FRET (IP-One), carbachol + lithium; Potency, µM (highest dose often 59.4 µM), inactives show at the highest dose activity, negative = IMPase inhibition, most hits filed as inhibitors; 210,000 compounds, 0.35% hits; AID 1457;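 further: IP1 builds up when IMPase is blocked and the TR-FRET signal falls; plate controls were basal vehicle for no effect and high inhibitor control for full effect; nearly all actives have a fitted effect of over 50% in size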
#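 Readout is a homogeneous TR-FRET IP1 immunoassay (Ex 320, Em 665 and 620), where raised cytosolic IP1 lowers signal. Cells were CHO-M1 treated 30 min at 37C with test compounds plus a little lithium; AC50 values came from Hill-equation fitting.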
# SMN2 splice up: enhancers of SMN2 splice variant expression; Potency, µM (highest dose often 46.1 µM), for inactives: top-dose activity change, positive = activation, most hits filed as activators; AID 1458; HEK293 SMN2-luciferase splicing reporter, luminescence, 30-36 h; 210,000 compounds, 2.8% hits; further: % of control where 0% means no effect; nearly all actives have a fitted effect of over 55% in size
#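 HEK293 cells carry an SMN2 minigene-luciferase reporter in which exon 7 inclusion puts luciferase in frame. Cells were seeded at 2000 cells/well, attached for 10-12 hours, then exposed to compounds for 30-36 hours at 37C before ONE-Glo luminescence.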
# KDM4E inh: JMJD2E (human) inhibition. Potency, µM (titrated, usually from 57.1 µM), inactives show at the highest dose activity change, negative = inhibition, usual class: inhibitors. JMJD2E catalytic domain, FDH-coupled NADH fluorescence (FDH is formaldehyde dehydrogenase). 230,000 compounds, 1.6% hits. AID 2147; active means well fitted inhibition curve with a large enough effect, not every such curve was filed as active; inconclusive means small, poorly fitted or top-dose-only effect, or another doubt; inactive means no such curve, though single readings can be large or run the other way;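 further: 0% = wells with enzyme and -100% = buffer wells without enzyme; nearly all actives have a fitted effect of over 50% in size; many of its hits are not listed in these tables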
# * marks the source's active call; other numbers are inactive results; i = inactive; u = inconclusive; x = no result given; & = joins results of further samples; [ ] = dose if it differs, or a comment. Unless noted, the call rests on the fitted dose curve; in most records, active means well fitted curve in the direction sought with a large enough effect; inconclusive means small, poorly fitted or top-dose-only effect, or another doubt; inactive means no such curve, though single readings can be large; an effect the other way counts as inactive or inconclusive. Potency means the concentration at half of the fitted maximal effect. Not all compounds are listed; count on the stated rates, not on these rows.
no. | SMILES | NPSR antag | KinaseGlo FLuc | Epigenetic reg | RECQ1 helicase | RGS12 GoLoco inh | IMPase Li cell | SMN2 splice up | KDM4E inh
1 | CCOC(=O)c1c(NC(=O)CSc2nc3cccnc3n2C)sc(C(C)=O)c1C | u | -2% | 3.8% | 0% | 14% | 13%[38.3 µM] | -23% | 3%
2 | CCn1c(C(=O)O)c(CC(=O)Nc2ccccc2F)c2ccccc21 | -6% | 1% | -0.5% | i | 1% | 1% | 7% | -26%
3 | COc1ccc(S(=O)(=O)Nc2ccc(S(=O)(=O)N(C)C)cc2)cc1[N+](=O)[O-] | 2% | 2% | -0.9% | -7% | 0% | 1% | 7% | 6%
4 | CCOC(=O)C1CCN(c2nc(C)nc3c2oc2ccccc23)CC1 | u | 0% | -2.4% | -9% | 16% | 5%[38.3 µM] | -11% | u
5 | CN1C(=O)c2ccc(C(=O)Nc3nccs3)cc2C1=O | -12% | -2% | 2.5% | i | 5% | 1% | -6% | 5%
6 | COc1ccc(S(=O)(=O)Nc2ccc(Cl)cn2)c(C)c1C | -10%[46.1 µM] | 7% | -5.7% | 0% | 0% | 7% | -48%[inhibitor] | -27%
7 | CC(C)(C)c1ccc(-c2csc(NNC3=NCCCCC3)n2)cc1 | u | -4% | 1.6% | 12% | 11% | 35%[38.3 µM] | -15% | 8%
8 | COC(=O)C(C)(C)ONC(=O)Nc1ccc(C)cc1 | 8% | -1% | -0.1% | -7% | 18% | -1% | 16% | 11%
9 | FC(F)(F)c1nc(-c2cccs2)ncc1-c1nnnn1-c1ccc(Cl)cc1 | u | 1% | 2.8% | i | 5% | 36%[activator][38.3 µM] | -20% | u
10 | Cc1onc(-c2ccccc2Cl)c1C(=O)Nc1nnc(-c2cccc([N+](=O)[O-])c2)s1 | -13%[46.1 µM] | 0% | 3.1% | -9% | -1% | 18%[38.3 µM] | -19% | -4%
11 | O=C1CC(c2ccccc2)CC(O)=C1C=NCCN1CCN(C(=S)Nc2cccc(Cl)c2)CC1 (stereo unspecified) | -26%[46.1 µM] | -5% | -0.4% | -2% | 11% | 14%[38.3 µM] | -5% | -3%
12 | NC(N)=NS(=O)(=O)c1ccc(NC(=S)NC(=O)/C=C/c2ccco2)cc1 | 11% | 2% | -1.1% | -15% | 9% | 7% | -1% | -3%
13 | O=C(CCn1c(=S)oc2ccccc21)Nc1ccccc1F | -1% | 0% | 5.3% | -2% | -3% | -10% | 16% | -1%
14 | Cc1cccc(C)c1OCC(=O)N1CC2(C)CC1CC(C)(C)C2 (stereo unspecified) | u | -4% | 5.0% | 10% | -14% | -7%[38.3 µM] | -5% | 7%
15 | CCOC(=O)Cn1nnnc1C(CC)N(Cc1cccs1)Cc1cc2cc(C)ccc2[nH]c1=O (stereo unspecified) | u | 0% | 1.7% | -4% | -10% | 20%[38.3 µM] | 9% | -3%
16 | COc1ccc(-n2nnnc2SCC(=O)Nc2cc(OC)c([N+](=O)[O-])cc2C)cc1 | 2% | -1% | -4.4% | -3% | 14% | 4% | x | -2%
17 | COc1ccc(OC)c(N2CC(O)=C(c3nc4ccccc4s3)C2=N)c1 | u | -2% | 1.1% | -12% | 23% | 0%[38.3 µM] | -9% | u
18 | CC(C)CC1(C(=O)NCCc2c[nH]c3ccccc23)C=CCN1C(=O)c1ccccc1 (stereo unspecified) | -7% | 1%&0% | 3.9%&0.2% | -2% | -2%&4% | 11%&-7% | -11%&-4% | 3%&-3%
19 | CC1CCN=C(N)S1 (stereo unspecified) | -18%[46.1 µM] | -5% | -1.2% | i | -12% | -5% | -7% | -5%
20 | CCc1cccc(C)c1NC(=O)CN(C)Cc1ccccc1F | -7% | 0% | -0.9% | -9% | 7% | 6% | 7% | 9%
21 | C/C(N)=C(/C#N)C(=O)COC(=O)CCSc1ccccc1 | 5%[46.1 µM] | -2% | 0.0% | -10% | 7% | 9%[38.3 µM] | 0% | -9%
22 | O=C(NC1CCCCC1)NC1CCN(CC(=O)N2CCOCC2)CC1 | -7%[46.1 µM] | 24% | -1.0% | i | -4% | 32%[38.3 µM] | 15% | 0%
23 | NC(=O)c1ccsc1NC(=O)CN1C(=O)C2CC=CCC2C1=O (stereo unspecified) | 3%[46.1 µM] | 1% | 1.0% | -6% | 10% | -4%[38.3 µM] | -4% | -5%
24 | O=C(CCc1nnc(CCc2ccccc2)o1)N1CCCC1c1nccs1 (stereo unspecified) | -7% | 3% | -1.8% | i | 7% | 5% | x | -1%
25 | CCC(C)NC(=O)CSc1nc2ccsc2c(=O)n1-c1ccc(OC)cc1 (stereo unspecified) | -29%[46.1 µM] | 10% | -0.9% | -12% | -5% | -6%[38.3 µM] | -4% | 11%
26 | CCC(=O)N(CCO)Cc1cc2ccc(C)c(C)c2[nH]c1=O | 8%[46.1 µM] | -1% | -2.2% | i | 8% | -16%[38.3 µM] | -16% | u
27 | O=C(COC(=O)c1cc(-c2ccc(F)cc2)nc2ccccc12)NCC1CCCO1 (stereo unspecified) | -37% | 1% | -0.1% | 1% | 14% | 15% | 1% | u
28 | COc1ccc(CNC(C)C(=O)Nc2ccc3ccccc3c2)cc1OC (stereo unspecified) | -4% | 1% | 1.6% | 0% | -5% | 4% | -14% | -3%
29 | COC(=O)CCCCC(=O)OC | x | x | x | -1% | -8% | -10% | 7% | x
30 | CSc1nsc(SCC(=O)Nc2cccc(C(C)=O)c2)n1 | -2%[46.1 µM] | 3% | -2.0% | -7% | 2% | 16%[38.3 µM] | -2% | -6%
31 | Cc1nnc(SCc2cc([N+](=O)[O-])cc3c2OCOC3)[nH]c1=O | 8% | x | -1.3% | i | 32%[activator] | x | x | -8%
32 | CC(C)n1cc(/C=N\NC(=O)c2cc3c(ccc4ccccc43)o2)c2ccccc21 | 5%[46.1 µM] | -2% | -1.1% | i | -6% | -3%[38.3 µM] | -22% | -29%
33 | c1coc(CNc2nc3nonc3nc2NCc2ccco2)c1 | -5%[46.1 µM] | 0% | -0.9% | -5% | 19% | 6%[38.3 µM] | -54%[inhibitor] | u
34 | CCOC(=O)c1cc(NC(=O)N2CCOCC2)c(C)nc1C | -1%[46.1 µM] | -3% | -9.5% | i | -6% | 23%[38.3 µM] | 14% | -16%
35 | N#C/C(=C/c1ccc(-c2cc([N+](=O)[O-])ccc2Cl)o1)C(N)=O | -25% | x | -2.6% | -25% | 9% | x | x | 4%
36 | Cc1ccc(C(=O)CC(Nc2ccc(F)cc2)c2ccccc2)cc1 (stereo unspecified) | -39% | 1% | -1.0% | -11% | -2% | 10% | 15% | 0%
37 | Cc1ccc(-c2nnc(SCC#N)n2N)cc1 | -1%[46.1 µM] | 0% | -1.0% | -2% | 11% | 17%[38.3 µM] | x | -6%
38 | COC(=O)[C@H](COC(C)(C)C)NC(=O)O[C@H]1C(=O)c2cc(OC)ccc2O[C@@H]1c1ccc(OC)c(Br)c1 | x | 3% | -0.3% | 0% | 6% | 11% | 6% | u
39 | O=C(NNC(=O)c1ccccc1Br)c1cccc(Cl)c1 | -1%[46.1 µM] | -14% | -1.0% | -1% | -8% | 9%[38.3 µM] | u | 5%
40 | CCOC(=O)c1cccc(S(=O)(=O)N(CCO)Cc2cc3cc(OC)c(OC)cc3[nH]c2=O)c1 | 2%[46.1 µM] | 4% | -1.6% | -6% | 2% | 15%[38.3 µM] | -4% | -26%
41 | COc1cc(/C=N/NC(=O)c2cccnc2)ccc1OC(=O)c1ccc2c(c1)OCO2 | -2%[46.1 µM] | -3% | -0.9% | -4% | 1% | -4%[38.3 µM] | 5% | -1%
42 | CCc1ccc2oc(-c3cccc(N)c3)nc2c1 | -11%[46.1 µM] | -23% | -1.2% | i | -6% | -3%[38.3 µM] | 6.3µM* | u
43 | CCOC(=O)/C=c1\s/c(=C(\C#N)C(=O)OCC)n(-c2ccccc2)c1=O | u | -6% | -1.1% | -16% | 134%[activator] | -23%[38.3 µM] | -16% | 4%
44 | CC(C)C[C@H](NC(=O)[C@@H](O)[C@H](N)Cc1ccccc1)C(=O)O | u | 0%&0% | -1.2%&1.1%&1.8% | -6%&1%&-1% | 9%&2%&5% | 17%&-19%&3% | -27%&-7% | 8%&0%
45 | O=C(NCC1CCC(C(=O)O)CC1)c1cccnc1 (stereo unspecified) | 7%[46.1 µM] | x | 13% | -3% | x | x | x | -4%
46 | CC1=NN(c2ccccc2)C(=O)/C1=C/C=C/c1ccccc1 | -49% | -3% | -1.9% | -7% | -3% | 12% | 17% | -3%
47 | O=C1NCCCCC1NC1CC(=O)N(c2ccccc2)C1=O (stereo unspecified) | 3%[46.1 µM] | 2% | -1.0% | i | 2% | 3%[38.3 µM] | -8% | 3%
48 | O=C(Nc1ccc(N2CCN(Cc3ccccc3)CC2)cc1)c1cccnc1 | -6%[46.1 µM] | 2% | 0.9% | -12% | 5% | 16%[38.3 µM] | -35%[inhibitor] | -9%
49 | CCN1C(=O)C2C(C1=O)N1C(c3ccccc3)C3C(=O)N(CC)C(=O)C3N1C2c1ccccc1 (stereo unspecified) | -1%[46.1 µM] | -3% | -1.6% | -11% | -10% | 5%[38.3 µM] | -10% | 3%
50 | CN=C1CC(C)(C)CC(=O)/C1=C(/O)CCC(=O)NC | 4%[46.1 µM] | 4% | 0.0% | -5% | -7% | 4% | 9% | 8%
51 | O=C(Cn1nnc(-c2ccc(CN3CCOCC3)cc2)n1)N(c1ccccc1)c1ccccc1 | 15% | 1% | 2.5% | -1% | 5% | 13% | x | -6%
52 | COc1ccc([N+](=O)[O-])cc1NC(=O)Cc1noc2ccccc12 | 1% | -1% | 1.1% | 0% | 9% | -4% | -6% | 8%
53 | CCOc1ccccc1C1C(C(N)=O)=C(C)Nc2nc(-c3ccccc3Cl)nn21 (stereo unspecified) | -3%[46.1 µM] | 2% | -2.0%&-2.0% | -4% | 0% | -6%[38.3 µM] | -6%&17% | -5%
54 | Cc1ccnc(NC(=O)Nc2ccc(F)cc2)c1 | -2%[46.1 µM] | -9% | 3.8% | -8% | 5% | -3%[38.3 µM] | 13µM* | -2%
55 | COc1ccc(C(=O)Nc2ccc(-c3ccc(NC(=O)c4ccc(OC)cc4)c(OC)c3)cc2OC)cc1 | 8% | -5% | 0.0% | -8% | 7% | 3% | -13% | 4%
56 | CSc1ccc(CN2CCN(CCC(C)C)C(CCO)C2)cc1 (stereo unspecified) | 10% | 6% | -3.0% | -8% | 12% | 18% | x | -8%

# Assay outcomes deposited in PubChem by National Center for Advancing Translational Sciences (NCATS).
